Screens deposited in PubChem BioAssay by several laboratories.
KCNQ1 inh – blocks the human KCNQ1 potassium channel | 1.3% of 310,000 active | AID 2642 | B-score at 10 µM | CHO-K1 KCNQ1, FluxOR thallium flux fluorescence; active compounds read high;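 active = compounds whose thallium flux B-score, printed positive for inhibition, exceeds three library SD while starting fluorescence stays within three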;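 also: channel opened by potassium depolarization with thallium stimulus after 20 min compound exposure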
Target sequence (P51787 whole entry, looked up): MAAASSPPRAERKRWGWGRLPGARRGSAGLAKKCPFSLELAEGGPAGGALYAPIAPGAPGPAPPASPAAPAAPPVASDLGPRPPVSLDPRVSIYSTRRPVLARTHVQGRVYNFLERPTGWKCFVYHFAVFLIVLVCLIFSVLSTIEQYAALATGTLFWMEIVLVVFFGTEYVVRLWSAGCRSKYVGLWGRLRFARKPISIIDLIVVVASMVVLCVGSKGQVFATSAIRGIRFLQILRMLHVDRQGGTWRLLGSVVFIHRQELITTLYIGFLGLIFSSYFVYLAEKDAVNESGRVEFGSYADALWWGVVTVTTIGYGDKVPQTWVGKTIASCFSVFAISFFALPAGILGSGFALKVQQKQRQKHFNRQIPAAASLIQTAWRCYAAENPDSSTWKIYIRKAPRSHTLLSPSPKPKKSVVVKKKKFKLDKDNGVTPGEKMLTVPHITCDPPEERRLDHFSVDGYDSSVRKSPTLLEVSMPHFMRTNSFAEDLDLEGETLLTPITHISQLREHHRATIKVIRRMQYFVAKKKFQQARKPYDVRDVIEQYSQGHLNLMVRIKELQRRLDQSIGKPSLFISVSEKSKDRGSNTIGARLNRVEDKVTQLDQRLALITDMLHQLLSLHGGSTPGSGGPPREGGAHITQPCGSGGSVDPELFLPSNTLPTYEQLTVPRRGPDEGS
KCNK3 block – human KCNK3 channel inhibition, primary screen; B-score at 10 µM; AID 602410; CHO-KCNK3 thallium flux, FluxOR fluorescence; active compounds read low; O14649; 0.84% of 340,000 active;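 active = B-score under library mean minus 4 SD, starting fluorescence ratio at most library mean plus 5 SD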;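 also: more negative B-score means stronger inhibition of thallium flux through KCNK3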
Target sequence (O14649 whole entry, looked up): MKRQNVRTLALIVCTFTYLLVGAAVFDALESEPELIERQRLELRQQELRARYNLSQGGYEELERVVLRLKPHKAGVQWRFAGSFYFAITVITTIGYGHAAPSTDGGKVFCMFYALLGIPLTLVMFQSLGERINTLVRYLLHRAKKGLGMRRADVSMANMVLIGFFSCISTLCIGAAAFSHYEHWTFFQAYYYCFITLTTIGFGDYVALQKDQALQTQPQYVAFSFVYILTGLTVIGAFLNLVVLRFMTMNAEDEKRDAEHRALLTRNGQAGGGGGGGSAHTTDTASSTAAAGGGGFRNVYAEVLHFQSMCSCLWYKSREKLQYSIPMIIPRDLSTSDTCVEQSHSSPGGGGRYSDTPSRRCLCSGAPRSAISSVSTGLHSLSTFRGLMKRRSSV
TRPC4 block – inhibitors of mouse TRPC4 channel; HEK293 TRPC4beta/mu-opioid, DAMGO-evoked Fluo4 calcium flux; active compounds read low; B-score at 10 µM; Q9QUQ5; 0.39% of 300,000 active;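 active = B-score over 3 SD under the library average, no early fluorescence shift, positive overall ratio signal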
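material = TRPC4beta/mu-opioid receptor HEK293 cell line | probe or stimulus = sequential submaximal and maximal DAMGO stimulation | compound dosing = one concentration per compound | measured by = Fluo4 Ca2+ flux fluorescence | evaluation = integrated fluorescence ratio relative to baseline, converted to per-well B score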
KCNQ1 act – human KCNQ1 channel potentiation or activation. 0.35% of 310,000 active. B-score at 10 µM. CHO-K1 KCNQ1, thallium flux FluxOR fluorescence; active compounds read high. AID 2648. P51787;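 active = fluorescence ratio B-score, a plate-corrected score, at least three library SD, with initial intensity B-score within 5 SD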
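Assay system: CHO-K1 cells stably expressing KCNQ1. Medium: assay buffer for compound exposure, DMSO matched across wells. Timing: 37 °C overnight plating, 90-min dark dye load, 20-min compound pretreatment. Signal: kinetic FluxOR fluorescence, 10 s baseline plus 110 s post-stimulus.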
Dyrk1A ADPGlo – blocks rat Dyrk1A kinase activity. Q63470. 0.43% of 310,000 active. AID 504441. ADP-Glo luminescence, NFATc1 peptide. inhibition, % at 12.5 µM; in the data active = inhibition above about 50%;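 also: plate controls were vehicle with enzyme for no effect and no enzyme for full effect; many of its hits are not listed in these tables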
Platelet DG rel – platelet dense granule release activity | human platelet-rich plasma, SFLLRN dense granule ATP release, luminescence | inhibition, %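 (compounds screened at 7.5 µM in platelet-rich plasma)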 | 0.22% of 300,000 active | AID 1663;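 active = mean replicate score, as percent of positive control, at or above 50; inconclusive = mean below 50 but at least one replicate at or above 50; inactive = mean and every replicate below 50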
TRPC4 act – opens the mouse TRPC4 cation channel | Q9QUQ5 | HEK293 TRPC4beta/mu-opioid, Fluo4 calcium fluorescence; active compounds read high | B-score at 10 µM | 0.49% of 310,000 active | AID 2237;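 active = B-score above 5 SD of library B-scores, and initial fluorescence ratio not above library mean plus 5 SD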;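 also: positive B-score marks a calcium rise read as TRPC4 activation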
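System: HEK293 cells stably co-expressing mouse TRPC4beta and mu-opioid receptor; Schedule: Fluo4 dye loading 45 min at room temperature, 110 s recording; Detection: Fluo4 fluorescence, kinetic; Evaluation: B-scored integrated calcium fluorescence ratio; Controls: buffer (low) and maximal DAMGO (high).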
PolyA inhibitor – inhibitors of polyadenylation in S. cerevisiae. S. cerevisiae SKY197-pL101 polyadenylation reporter, beta-gal luminescence; efflux-impaired pdr1/pdr3 knockout yeast; score 100 = 6 SD above DMSO. calls only at 12 µM. 0.02% of 300,000 active;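 active = lowest replicate activity score at least 50, where 100 means six control SD above control mean; inconclusive = lowest score under 50 but half or more replicates reach 50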;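 also: yeast exposed to compound for 9 h at 30 °C; higher score means more reporter readthrough which indicates perturbed polyadenylation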
KCNK9 inh – blocks the human KCNK9 two-pore domain potassium channel | Q9NPC2 | HEK293 KCNK9, FluxOR thallium flux fluorescence; active compounds read low | B-score at 10 µM | 1.2% of 310,000 active | AID 488922;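 active = ratio B-score over 3 SD below the library mean, with starting fluorescence within 5 SD of its mean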;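 also: negative B-score means less thallium flux so channel inhibition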
hERG rescue – compounds protecting human hERG from proarrhythmic drug block | 0.51% of 310,000 active | activation (rescue from dofetilide block), less the hit threshold, % at 10 µM | CHO-hERG, FluxOR thallium flux, dofetilide IC70 present | Q12809;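 active = activation above the mean of controls blocked by dofetilide plus 5 SD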;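 also: thallium influx through hERG after potassium depolarization seen as dye fluorescence rise; in these data hits start at about 4.7%; inactives centre near -7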
TRPC4 PAM – allosterically enhances the mouse TRPC4 cation channel | B-score at 10 µM | 0.42% of 310,000 active | Q9QUQ5 | HEK293 TRPC4beta/mu-opioid, DAMGO EC20, Fluo-4 Ca2+ flux; active compounds read high;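 active = B-score of calcium response area above 5 SD of library B-scores, with initial fluorescence ratio within 5 SD of library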;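 also: B-score of integrated fluorescence ratio over time as area under calcium response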
* = called active by the depositor; i = inactive; ? = inconclusive; / = no result given. The list is partial; count on the stated rates, not on these rows.

structure,KCNK9 inh,Platelet DG rel,KCNQ1 inh,TRPC4 block,KCNK3 block,Dyrk1A ADPGlo,PolyA inhibitor,TRPC4 PAM,KCNQ1 act,hERG rescue,TRPC4 act
CCSc1cc(C)nc2c(-c3ccccc3)c(C)nn12,i,3,i,i,i,-2,i,i,i,-2,i
O=C(Nc1cc(Cl)ccc1N1CCOCC1)c1ccc(N2CCCCC2)c([N+](=O)[O-])c1,i,-1,i,i,i,-1,i,i,i,-11,i
C=CCNc1sc(C(=O)c2ccccc2)c(N)c1-c1nc2ccccc2s1,i,-2,7*,i,i,-6,i,i,i,-6,i
CCOC(=O)CC(=O)CSc1nc2c(sc(=S)n2-c2ccccc2)c(=O)[nH]1,i,14,i,i,i,-8,i,i,i,-10,i
O=C(NCc1cccs1)Nc1ccc2c(c1)OCO2,i,-1,i,i,i,1,i,i,i,-12,i
COc1cccc2cc(C(C)N(CCCN3CCOCC3)C(=S)Nc3c(C)cccc3C)oc12 (centres undefined),i,4,i,i,i,-1,i,i,i,-8,i
Cc1nc2nc3c(cn2n1)C(=O)CCC3,i,-8,i,i,i,0,i,i,i,-3,i
CCOC(=O)C1=C(C)NC(=O)NC1c1ccc(N(CC)CC)cc1 (centres undefined),i,8,i,i,i,-4,i,i,i,-12,i
COc1ccccc1C(=O)NCC(c1cccs1)N1CCc2ccccc21 (centres undefined),i,2,i,i,i,10,i,i,i,-9,i
Cc1cc(C)nc(SCc2ccc(C(=O)N/N=C/c3ccncc3)cc2)n1,i,1,i,i,i,0,i,i,i,-12,i
O=C(COc1ccc(Cl)cc1Br)Nc1ccccc1N1CCCC1,i,1,i,i,i,-6,i,i,i,-12,i
COC(=O)C1=C(C(=O)OC)[C@@H]2Nc3ccccc3[C@@]23C[C@@H](C(=O)OC)N(C(=O)c2ccco2)C3=N1,i,-6,i,i,i,-5,i,i,i,-6,i
O=C(COc1ccc(Cl)cc1)NCc1nnc(SCC(=O)c2ccccc2)o1,i,2,i,i,i,19,i,i,i,-5,i
O=C(Nc1ccon1)c1ccc(S(=O)(=O)N2CCOCC2)cc1,i,-6,i,i,i,4,i,i,i,-7,i
Cc1ccc(-n2c(SCC(=O)N3c4ccccc4Sc4ccccc43)nnc2-c2ccncc2)cc1,i,-7,i,i,i,3,i,i,i,-9,i
CCOC(=O)c1cc2ccc(OC)c(OC)c2c(=O)s1,i,2,i,i,i,3,i,i,i,0,i
CSc1ccc(C(=O)C2CCCN(S(=O)(=O)c3c(C)noc3C)C2)cc1 (centres undefined),i,?,i,i,i,1,i,i,i,-8,i
O=C(O)c1ccc2nc(-c3ccco3)c(-c3ccco3)nc2c1,i,-2,i,i,i,10,/,i,i,-11,i
COCCN1CCn2c(nc3cc(NS(C)(=O)=O)ccc32)C1,i,-3,i,i,i,0,i,i,i,-7,i
COc1ccc(S(=O)(=O)N(C)CC(=O)NC2CC2)cc1OC,i,2,i,i,i,/,i,i,i,-11,i

Part of the list above, field by field.
CSc1ccc(C(=O)C2CCCN(S(=O)(=O)c3c(C)noc3C)C2)cc1 (centres undefined)
  KCNK9 inh = i
  Platelet DG rel = ?
  KCNQ1 inh = i
  TRPC4 block = i
  KCNK3 block = i
  Dyrk1A ADPGlo = 1
  PolyA inhibitor = i
  TRPC4 PAM = i
  KCNQ1 act = i
  hERG rescue = -8
  TRPC4 act = i
O=C(COc1ccc(Cl)cc1)NCc1nnc(SCC(=O)c2ccccc2)o1
  KCNK9 inh = i
  Platelet DG rel = 2
  KCNQ1 inh = i
  TRPC4 block = i
  KCNK3 block = i
  Dyrk1A ADPGlo = 19
  PolyA inhibitor = i
  TRPC4 PAM = i
  KCNQ1 act = i
  hERG rescue = -5
  TRPC4 act = i

(continued)
structure,KCNK9 inh,Platelet DG rel,KCNQ1 inh,TRPC4 block,KCNK3 block,Dyrk1A ADPGlo,PolyA inhibitor,TRPC4 PAM,KCNQ1 act,hERG rescue,TRPC4 act
O=C1N=C(N2CCCCC2)S/C1=C\c1ccncc1,i,-2,i,i,i,41,i,i,i,0,i
CCO[C@@H]1OC(C(=O)NC2CC2)=C[C@H](c2ccc(C(F)(F)F)cc2)[C@H]1CCCO,i,-3,i,i,i,3,i,i,i,0,i
Cc1ccccc1-n1c(=O)c2ccccc2n(CC(=O)NCc2ccco2)c1=O,i,4,i,i,i,-5,i,i,i,-10,i
O=C(CN1C(=O)NC2(CCCC2)C1=O)OCc1c(F)cccc1Cl,i,-1,i,i,i,3,i,i,i,-12,i
CCOC(=O)N1CCN(C(=O)c2ccc(S(=O)(=O)Nc3cccc(C(F)(F)F)c3)cc2)CC1,i,-8,i,i,i,-4,i,i,i,-17,i
CCN1C(=O)/C(=C\C=C2/C=CC=CN2CC)SC1=S,i,15,i,i,i,-5,i,i,i,-8,i
NC(=S)Cc1nc2n(n1)Cc1ccccc1-2,i,9,i,i,i,6,i,i,i,-11,i
O=C(CSc1ccc(Cl)cc1)N1CCC(c2nc3ccccc3s2)CC1,i,14,i,i,-8.8*,2,i,i,i,-14,i
CCCCN(C1CCS(=O)(=O)C1)S(=O)(=O)c1ccc(OC)cc1 (centres undefined),i,-4,i,i,i,-8,i,i,i,-9,i
COc1ccccc1N1CCN(Cc2ccc(-c3ccccc3[N+](=O)[O-])o2)CC1,i,8,i,i,i,-5,i,i,i,-24,i
Cc1cc(Cl)cc2sc(NC(=O)c3ccco3)nc12,i,0,i,i,i,-2,i,i,i,-9,i
COc1cc(N=c2oc3c(C)ncc(CO)c3cc2C(N)=O)cc(OC)c1OC,i,-24,i,i,i,/,i,i,i,-8,i
O=C(CSc1nnc(CNC(=O)c2cccs2)o1)Nc1cccc(F)c1,i,-15,i,i,i,-5,i,i,i,-8,i
COc1ccc(OCCSc2nnc3c(Cl)cc(Cl)cn23)cc1,i,5,i,i,i,-3,i,i,i,-8,i
N#CC1(Nc2cccc(Br)c2)C(=O)Nc2ccccc21 (centres undefined),i,20,i,i,i,-1,/,i,i,-15,i
O=C(Nc1ccc(Br)cc1)c1ccc(CSC2=NCCS2)cc1,i,2,i,i,i,2,i,i,i,-6,i
O=C(Nc1cccc2ccccc12)/C(Cl)=C/c1ccccc1,i,-4,i,i,i,-8,i,i,i,-4,i
CC(OC(=O)Cn1c(C(F)(F)F)nc2ccccc21)C(N)=O (centres undefined),i,1,i,i,i,7,i,i,i,-9,i
CCC(C)n1cnc2c(c1=O)c1nc3ccccc3nc1n2-c1ccc2c(c1)OCCO2 (centres undefined),i,3,i,i,i,1,i,i,i,-10,i
Cc1ccc(OCc2nnc(NC(=O)OCC(C)C)s2)c(C)c1,i,-2,i,i,/,/,i,i,i,-7,i
Cc1ccc(-c2nnc(SCC(=O)NC3CCCC3)n2C)cc1,i,-2,i,i,i,6,i,i,i,-7,i
CCC(=O)Nc1nc2ccc(NC(=O)c3cc(OC)c(OC)c(OC)c3)cc2s1,i,14,i,i,i,-1,i,i,i,-25,i
CN(C)CCCn1cnc2c(c1=N)C(c1ccccc1)c1ccc3ccccc3c1O2 (centres undefined),i,-2,i,i,i,6,i,i,i,-17,i
CCC1CCC(N2CCN(c3ccc([N+](=O)[O-])cc3)CC2)CC1 (centres undefined),i,-5,i,i,i,-3,i,i,i,-11,i
Cc1cc(C)cc(NC(=O)Nc2cccc(S(N)(=O)=O)c2)c1,i,2,i,i,i,/,i,i,i,-10,i
Cc1ccc(S(=O)(=O)N2CCN(C(=O)N(C)C)CC2)cc1,i,9,i,i,i,/,i,i,i,-11,i
CCCCN1C(=O)C(=O)N(CC(=O)c2ccc3c(c2)OCO3)C1=O,i,-20,i,i,i,-1,i,i,i,-3,i
O=C(Nc1ccc2c(c1)OCO2)C1CCCN1C(=O)Nc1ccccc1F (centres undefined),i,7,i,i,i,-1,i,i,i,5.6*,i
O=C(NCc1ccc2c(c1)OCO2)Oc1ccccc1,i,0,i,i,i,0,i,i,i,-5,i
COc1cccc(C(=O)Nc2cccc(-c3ccc(N4CCOCC4)nn3)c2)c1OC,i,11,i,i,i,20,i,i,i,-13,i
Cc1ccc(C2(C)NC(=O)N(CC(=O)NC(=O)NC(C)C)C2=O)cc1 (centres undefined),i,-3,i,i,i,2,i,i,i,1,i
O=C(C1CCCN(S(=O)(=O)c2cccc3cccnc23)C1)N1CCN(c2ccccc2F)CC1 (centres undefined),i,-4,i,i,i,8,i,i,i,-14,i
COC(=O)c1ccc(Oc2nc(NC(C)C)nc(N(C)C)n2)cc1,i,-5,i,i,i,-3,i,i,i,-10,i
CN1CCN(S(=O)(=O)c2ccc(NC(=O)c3ccc(Br)o3)cc2)CC1,i,7,i,i,i,0,i,i,i,-10,i
COc1ccc(C(=O)N(CCN2CCOCC2)CC(=O)NC2CCCC2)cc1OC,i,1,i,i,i,-7,i,i,i,-11,i
CCc1ccc(OCC(=O)Nc2ccc3oc(=O)ccc3c2)cc1,i,-2,i,i,i,12,i,i,i,-6,i
CCc1ccc(C(CNc2nc(C(F)(F)F)nc3ccccc23)N(C)C)cc1 (centres undefined),i,3,i,-7*,i,-4,i,i,i,-12,51*
O=C1Nc2ccccc2C1C(C[N+](=O)[O-])c1ccccc1 (centres undefined),i,7,i,i,i,-4,i,i,i,-5,i
Cc1cc(OC(=O)C2CC2)c([N+](=O)[O-])c(=O)[nH]1,i,1,i,i,i,-2,i,i,i,-9,i
COc1ccc(CN2CCCC(C(=O)N3CCCCC3)C2)cc1 (centres undefined),i,-2,i,i,i,1,i,i,i,-1,i
COc1ccc(C(=O)CCC(=O)N2CCN(c3cccc(Cl)c3)CC2)cc1,i,1,i,i,i,-6,i,i,i,-6,i
CC1(C)Cc2c(cnn2-c2ccc(F)cc2)C(NC(=O)Cn2cncn2)C1 (centres undefined),i,-18,i,i,i,-3,i,i,i,-11,i
CC(=O)Nc1ccc(Nc2ccc(S(=O)(=O)C(F)(F)F)cc2[N+](=O)[O-])cc1,i,-9,i,i,i,3,/,i,i,-3,i
O=C(Cn1nnc(-c2cccs2)n1)N1c2ccccc2Sc2ccc(C(F)(F)F)cc21,i,1,i,i,i,2,i,i,i,-9,i
